A549 viability: kills or reduces viability of A549 cells in Nrf2 counter-screen; AID 504648; Potency, µM (doses to about 46 µM), without a hit: top-dose activity change, negative = cytotoxicity, actives largely listed as inhibitors; A549 ARE-Fluc cells, CellTiter-Fluor viability, 18-24 h; actives 0.16% (n = 390,000); further: potency means the concentration at half of the fitted maximal effect; on the % scale 0 is the no-effect control and ±100 the full control effect
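Cytotoxicity counterscreen: CellTiter-Fluor fluorescence was measured in A549 ARE_Fluc cells after 18-24 h of compound exposure in a concentration series. The subsequent BugLite luminescent read reports ARE-luciferase activity.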
Nrf2 ARE act: Nrf2 pathway activation; AREc32 ARE-luciferase reporter (MCF7-derived line), luminescence, 24 h; Potency, µM (doses to about 46.1 µM), for the others: at the highest dose activation, actives largely listed as activators; actives 0.31% (n = 410,000); further: potency means the concentration at half of the fitted maximal effect; % of control where 0% means no effect; nearly all actives have a fitted effect of over 65% in size
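For detection, Steady-Glo was added and plates sat 30 min at RT; before that, AREc32_Fluc cells grown overnight in OPTI-MEM/5% FBS had been treated with 23 nL compound for 24 hr at 37 deg C.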
TGFb inhibitor: inhibitors of TGF-b signaling | HepG2 CAGA-GFP TGF-b/SMAD3 reporter, GFP fluorescence, 18 h; TGF-beta stimulated, 500 pg/mL final | Potency, µM (series often up to 46.1 µM), for inactives: at the highest dose activity, negative = inhibition, usual class: inhibitors | actives 1.2% (n = 410,000); further: potency means the concentration at half of the fitted maximal effect; on the % scale 0 is the no-effect control and ±100 the full control effect; nearly all actives have a fitted effect of over 65% in size
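HEPG2 CAGA-GFP cells (1000/well, DMEM with 1% FBS) were pre-incubated 2 h at 37 degrees C, given compound by pin tool, then stimulated with TGF-beta at 500 pg/mL final for 18 h before per-cell GFP fluorescence imaging.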
Nrf2 inh: blocks Nrf2 signaling. A549 ARE-Fluc reporter, luciferase luminescence, 18-24 h. Potency, µM (highest dose often 46 µM), for the others: at the highest dose activity change, negative = inhibition, actives largely listed as inhibitors. actives 2.1% (n = 360,000). AID 504444; further: potency means the concentration at half of the fitted maximal effect; on the % scale 0 is the no-effect control and ±100 the full control effect; nearly all actives have a fitted effect of over 60% in size
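Nrf2 function is reported as luminescence of an ARE-controlled luciferase in A549 cells. Compounds were tested at several concentrations, and a CellTiter-Fluor read on the same wells flagged cytotoxicity.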
S2 tox: cell viability loss in ATXN counter-screen | S2 cells (HEK-293 line with an ATXN2-luciferase reporter) viability, CellTiter-Fluor protease fluorescence, 24 h | Potency, µM (titrated, usually from 56.7 µM), hits mostly cytotoxic | actives 0.49% (n = 400,000) | AID 651635; further: potency means the concentration at half of the fitted maximal effect; nearly all actives have a fitted effect of over 40% in size
EPAC2 agonist: agonists of human EPAC2 (RAPGEF4); Q8WZA2; EPAC2 activation, biochemical qHTS; response scale: 100% = 6.5 mM cAMP response; Potency, µM (series often up to 154 µM), without a hit: top-dose activation, most hits filed as activators; actives 0.079% (n = 360,000); AID 720711; further: potency means the concentration at half of the fitted maximal effect; nearly all actives have a fitted effect of over 50% in size
Target sequence (Q8WZA2 whole entry, looked up): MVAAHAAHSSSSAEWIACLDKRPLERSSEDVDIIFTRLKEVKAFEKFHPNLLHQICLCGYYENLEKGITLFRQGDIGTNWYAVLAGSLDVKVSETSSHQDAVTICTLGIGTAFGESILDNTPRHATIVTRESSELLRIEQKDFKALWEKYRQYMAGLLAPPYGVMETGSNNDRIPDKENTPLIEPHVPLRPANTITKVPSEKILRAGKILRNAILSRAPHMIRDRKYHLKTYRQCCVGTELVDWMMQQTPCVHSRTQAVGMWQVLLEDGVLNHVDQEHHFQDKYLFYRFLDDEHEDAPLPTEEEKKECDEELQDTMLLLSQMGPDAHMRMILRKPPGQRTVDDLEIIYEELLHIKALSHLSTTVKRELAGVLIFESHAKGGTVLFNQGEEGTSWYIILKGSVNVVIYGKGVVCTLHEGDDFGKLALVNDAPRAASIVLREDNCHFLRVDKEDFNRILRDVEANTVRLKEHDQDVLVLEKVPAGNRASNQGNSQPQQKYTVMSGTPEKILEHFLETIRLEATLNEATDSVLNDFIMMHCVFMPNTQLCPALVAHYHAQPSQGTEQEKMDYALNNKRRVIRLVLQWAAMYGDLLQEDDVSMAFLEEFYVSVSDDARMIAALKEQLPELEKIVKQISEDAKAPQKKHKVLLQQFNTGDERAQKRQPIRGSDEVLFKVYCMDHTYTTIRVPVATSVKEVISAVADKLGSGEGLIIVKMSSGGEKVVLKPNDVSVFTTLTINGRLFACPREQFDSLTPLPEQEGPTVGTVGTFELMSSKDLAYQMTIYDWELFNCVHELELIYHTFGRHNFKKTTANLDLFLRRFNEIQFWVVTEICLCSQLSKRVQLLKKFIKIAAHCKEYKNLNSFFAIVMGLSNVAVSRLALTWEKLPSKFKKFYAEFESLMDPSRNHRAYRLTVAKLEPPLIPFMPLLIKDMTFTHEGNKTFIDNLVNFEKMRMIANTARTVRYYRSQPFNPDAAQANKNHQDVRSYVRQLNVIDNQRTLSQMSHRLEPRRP
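Exchange assay: 100 nM EPAC2 with 250 nM Rap1B-BODIPY-GDP and 50 uM GDP. Fluorescence (ex 480/em 540 nm) read every 5 min for 30 min at room temperature. Data normalized to 6.5 mM cAMP as agonist control.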
HepG2 viability: counter-screen for TGF-b inhibitors: cytotoxicity in HepG2 cells | Potency, µM (doses to about 46.1 µM), inactives show at the top dose activity change, negative = cytotoxicity, hits mostly cytotoxic | HepG2 CAGA-GFP viability, ATP luminescence, 18 h | AID 588856 | actives 0.76% (n = 410,000); further: potency means the concentration at half of the fitted maximal effect; some results filed as inactive show a strong effect at the top dose
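HepG2 CAGA-GFP cells (1000/well, DMEM with 1% FBS) received compound, then TGF-beta at 500 pg/mL final, and were incubated 18 hours at 37 degrees C. Viability was read by CellTiter-Glo luminescence. Media-only wells were set as complete cell-killing and DMSO as no toxicity.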
ATXN2 expr inh: inhibitors of ATXN2 expression; HEK-293 ATXN2-luciferase reporter, luminescence, 24 h; Potency, µM (series often up to 57 µM), for inactives: top-dose activity change, negative = inhibition, hits mostly inhibitors; actives 0.72% (n = 360,000); further: potency means the concentration at half of the fitted maximal effect; on the % scale 0 is the no-effect control and ±100 the full control effect; nearly all actives have a fitted effect of over 55% in size
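qHTS (up to 57 uM final) was run with 24 h compound exposure of reporter cells at 37 °C. Each well was multiplexed: SteadyGlo luminescence measured ATXN2-luciferase expression after a fluorogenic Gly-Phe-AFC viability readout (25 uM final).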
IL-2 act: activates IL-2 in a cell-based reporter assay; IL-2 activation reporter assay, cell-based qHTS; stimulated with anti-CD3/CD4/CD28 beads; in transgenic mouse T cells; activation, % (series mostly up to about 46 µM); actives 0.065% (n = 360,000); AID 652025; in the data active means activation above about 50%; inconclusive means mostly about 30% to 49%; further: 0% is about no effect
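Unstimulated transgenic mouse T cells preincubated 60 min with compound, then stimulated with anti-CD3/anti-CD4-coated beads plus anti-CD28 for 18 h at 37 degrees C. IL-2 response read as EGFP and DsRed fluorescence by plate cytometry.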
* marks the source's active call; other numbers are inactive results; i = inactive; ? = inconclusive; . = not tested or not shown; [ ] = another dose, or the depositor's remark. Unless noted, the call rests on the fitted dose curve; in most records, active means well fitted curve in the direction sought with a large enough effect; inconclusive means small, poorly fitted or top-dose-only effect, or another doubt; inactive means no such curve, though single readings can be large; an effect the other way counts as inactive or inconclusive. Only part of the results is shown, so the mix of outcomes need not match the whole.

The line under a structure holds: S2 tox, IL-2 act, ATXN2 expr inh, A549 viability, Nrf2 ARE act, TGFb inhibitor, Nrf2 inh, HepG2 viability, EPAC2 agonist
Cc1nc2ccccc2c(=O)n1-c1cccnc1
  i, 2.7, -25%, 5%, -0.4%, -4%, 20%, -8%, 8%
CC1C(=O)OC2CCN3CC=C(COC(=O)C(C)(O)C1(C)O)C23 (stereo not given)
  i, -0.5, 5%, -2%, 0.3%, 4%, 4%, -1%, -3%
CCCCOc1ccc(C(C)=O)cc1Cc1c(O)[nH]c(=S)[nH]c1=O
  i, -0.9, ., 1%, 0.0%, -5%, 2%, -7%, -1%
CCOc1ccc2nc(NC(=O)c3cccn(Cc4ccccc4C)c3=O)sc2c1
  i, ., 22%, -3%, 0.2%, -12%, ., -6%, .
CC(C)CC1C(=O)N(Cc2cn(CC3CCCCC3)nn2)CCS(=O)(=O)N1Cc1ccc(-c2ccc(F)nc2)cc1 (stereo not given)
  ?, -2.7, ?, ., -2.2%, -8%, ., -18%, -10%
O=C(CSc1nc(-c2ccc(Cl)cc2)[nH]c(=O)n1)Nc1cccc(Cl)c1
  i, 0.6, -10%, 1%, 0.6%, ?, 4%, -3%, -1%
Clc1ccc(C(OCCN2CCCCC2)c2ccccc2)cc1 (stereo not given)
  ?, -0.2, ?, -5%, 0.1%, -5%, 2%, -1%, -3%
CCN(CC)C(=O)c1cccc(-c2csc(C(C)(O)c3ccccc3)n2)c1 (stereo not given)
  ?, -0.2, ?, ., 0.2%, -20%, ., -19%, 12%
COC(=O)Cn1cc(C=C2C(=O)N(C)C(=O)N(C)C2=O)c2ccccc21
  ., 1.0, ., -1%, -0.9%, 7%, 2%, -13%, 8%
CN(C)c1nc(N(C)C)nc(N(C#N)CCCl)n1
  i, 1.4, -6%, -2%, 0.4%, ?, 5%, -1%, 12%
O=C1CSC2(CN3CCC2CC3)N1 (stereo not given)
  ?, -0.1, 1%, 3%, -0.2%, 7%, -12%, -5%, 5%
COc1cc([C@@H]2c3cc4c(cc3[C@@H](OC)[C@H]3COC(=O)[C@H]23)OCO4)cc(OC)c1O
  ?, -0.3, -23%, -1%, -1.7%, ?, 18%, -7%, 4%
CC(N)Cc1c[nH]c2c1ccc1ccccc12 (stereo not given)
  ?, -0.8, -69%, -6%, 2.3%, -2%, 4%, -21%, 14%
C[C@]12CCC3C(CC[C@H]4C[C@H](O)CC[C@]34C)C1[C@@H](O)C[C@@H]2O (stereo not given in full)
  ?, 1.0, 7%, 10%, -0.9%, 28%, 1%, -3%, 6%
COc1ccc(-c2ccc3c(c2)CN(C(=O)NC2CCCCC2)Cc2cnnn2-3)cc1
  ?, 0.1, -28%, ., 12%, ?, ., -12%, -6%
O=P(Nc1cccnc1)(Oc1ccccc1Cl)Oc1ccccc1Cl
  i, -4.0, -5%, -3%, -0.4%, -23%, 2%, -19%, 6%
C[C@@H]1C2C[C@@]34COC(=O)C3=CC=C[C@H]4[C@@]13C[C@H](c1ccoc1)O[C@@H]3O2
  i, 0.4, -4%, 1%, 0.1%, -7%, -3%, -9%, 13%
COC(=O)C1=C(c2ccc3ccccc3c2)C[C@@H]2CC[C@H]1N2C(=O)N1CCCC1
  i, -0.8, ?, -5%, 0.1%, ?, -29%, -36%, 9%
Brc1ccc(-[n+]2c(-c3ccccc3)cc(-c3ccccc3)cc2-c2ccccc2)cc1
  ?, 0.0, ?, 1%, -3.1%, ?, ?, -39%, 11%
Cc1ccccc1NC1=NCC(C)S1 (stereo not given)
  i, 2.7, 5%, 0%, -0.6%, -3%, -22%, -2%, 3%
Cc1cc(OC(=O)N(C)C)n(-c2ccccc2)n1
  i, -0.2, -9%, 2%, -0.9%, 9%, -1%, 14%, 9%
COc1ccc(C(O)P(=O)(OC(C)C)OC(C)C)cc1 (stereo not given)
  i, 0.9, ., -5%, -0.5%, ?, 2%, 4%, 10%
CN(C)CCn1cnc2ccccc21
  i, 2.3, 3%, 1%, -0.1%, 6%, 11%, 8%, 2%
COc1ccc(CC2(CCc3ccncc3)C(=O)NC(=O)NC2=O)cc1
  i, -0.2, -1%[11.3 µM], 0%, 0.0%, 11%, -26%, 17%, 3%
CCN1CCN(Cc2cc(Br)cc(Br)c2O)CC1
  i, -2.6, -4%, -6%, 0.4%, -3%, -4%, -21%, 2%
COC(=O)C1=C(c2ccc(OC)c(OC)c2)C[C@@H]2CC[C@H]1N2C(=O)NCCc1ccccc1
  i, 1.0, 22%, 2%, -0.3%, 5%, 3%, 0%, 2%
O=C1NC(=O)N(c2ccc3c(c2)OCO3)C(=O)/C1=C/c1cccs1
  i, -2.5, -17%, 1%, 5.8%, -10%, -1%, -9%, 9%
NP(=O)(Nc1ccccc1)Nc1ccccc1
  i, 2.6, 4%, 0%, -0.3%, 2%, -9%, -8%, 0%
COc1cc(CC2C(=O)N(C)C(=O)N(C)C2=O)ccc1OCc1ccccc1
  i, -1.8, 39%[activator], ?, 6.2%, 0%, 10%, 1%, -14%
CC1CCCC(NC(=O)COC(=O)Cc2ccccc2)C1C (stereo not given)
  i, -3.0, -15%, -3%, 0.1%, -6%, 16%, -3%, 0%

As entered above.
In Nrf2 inh, `COc1cc(CC2C(=O)N(C)C(=O)N(C)C2=O)ccc1OCc1ccccc1` shows 10%
In TGFb inhibitor, `Cc1cc(OC(=O)N(C)C)n(-c2ccccc2)n1` shows 9%

Remaining list, next part
The line under a structure holds: S2 tox, IL-2 act, ATXN2 expr inh, A549 viability, Nrf2 ARE act, TGFb inhibitor, Nrf2 inh, HepG2 viability, EPAC2 agonist
COc1ccc(C(O)c2ccccc2OP(=O)(N(C)C)N(C)C)cc1 (stereo not given)
  ?, 2.1, 7%, -3%, -0.4%, -1%, -5%, -1%, 3%
O=C(CCCCCn1c(=S)[nH]c2ccccc2c1=O)N1CCC2(CC1)OCCO2
  i, -0.6, 1%, -1%, 0.0%, -1%, -21%, 6%, 3%
Brc1ccc2c(c1)CN(CC1CCCCC1)Cc1cnnn1-2
  i, -0.2, -4%, ., 4.3%, -8%, ., -39%, 10%
CC(=O)O[C@H]1CC[C@@]2(C)C(=CC(=O)C3C2CC[C@@]2(C)C3C[C@H](OC(C)=O)[C@@H]2OC(C)=O)C1 (stereo not given in full)
  i, -0.3, 15%, 4%, 3.1%, -1%, -10%, -1%, -9%
Brc1ccc(CN2CCNCC2)s1
  i, -0.1, -6%, 2%, 3.0%, 0%, ., -44%, 0%
CN(C)CC#CCn1c2ccccc2c2ccccc21
  i, 0.1, ., 0%, 6.1%, ?, 8%, -29%, 5%
COc1ccc(OC(=O)N(C)C[C@@H]2OCc3cnnn3CCCC(=O)N([C@@H](C)CO)C[C@@H]2C)cc1
  i, -0.9, 1%, ., -0.6%, -2%, ., 2%, 2%
C[N+](C)(C)CC1CCCC(C[N+](C)(C)C)C1=O (stereo not given)
  ?, -0.7, ?, -4%, 11µM*, 13µM*, 0%, -84%, 0%
O=C1CN=C(c2ccccc2)c2cc(Br)ccc2N1
  i, 0.9, ., 0%, -0.9%, 18%, -10%, 2%, 5%
COc1cc2c(cc1OC)C1C(=O)c3ccc4c(c3OC1CO2)CC(C(C)C)O4 (stereo not given)
  i, -0.3, ?, -7%, 4.3%, ?, 0.092µM*, -24%, -5%
Oc1c(Cl)c(Cl)c(Cl)c(Cl)c1Cl
  i, -0.1, ?, -1%, 0.8%, ?, 23µM*, -37%, -5%
O=C1NC(=O)C2(CCN(c3ccccc3)CC2)C(=O)N1
  ?, 0.5, 1%, 0%, -0.1%, -32%, -12%, 1%, 1%
CC(=O)OC1C(O)C2=C3C4(C)C1C(C)(C)C(=O)CC4C3(O)C(OC(C)=O)C1(CC1C)C2=O (stereo not given)
  ?, -0.8, ?, ., 11%, ., ., ., 9%
O=C(c1cc(-c2cccc(Cl)c2)on1)N1CCOCC1
  i, -3.9, 22%, 5%, 4.1%, -6%, ?, -8%, 3%
CC1CCOC(=O)C=CC=CC(=O)OC2CC3OC4C5OC5(C)C(O)CC4(COC(=O)C1O)C2(C)C31CO1 (stereo not given)
  0.27µM*, -6.3, 0.27µM*, ., -1.7%, 0.28µM*, 0.52µM*, 11%, -5%
CCc1nnc(NS(=O)(=O)c2ccc(N=Cc3c(O)n(-c4ccccc4)c(=O)[nH]c3=O)cc2)s1
  i, -2.0, 8%, 1%, 0.0%, -6%, 4%, 0%, 0%
CC12CCC3C(CCC4(O)CC(O)CCC34C=O)C1(O)CCC2C1=CC(=O)OC1 (stereo not given)
  ?, 1.1, 1.8µM*, ?, -2.5%, ?, 0.46µM*, -39%, 4%
COc1cc(C)cc(CN2CC=C(c3ccccc3)CC2)c1O
  ?, -1.0, ., 2%, 25%, -21%, 12%, -24%, 13%
COc1ccc(N2C(=O)NC(=O)/C(=C\c3cn(CC(=O)N4CCOCC4)c4ccccc34)C2=O)c(OC)c1
  i, -2.9, 7%, -4%, 0.2%, ?, 12%, -25%, -1%
CCC(c1nnnn1-c1ccc2c(c1)OCCO2)N1CCC(n2c(=O)[nH]c3ccccc32)CC1 (stereo not given)
  ?, -0.5, ?, ., -1.0%, ?, ., -15%, 8%
CCc1nc(SC)ncc1C(=O)Nc1ccc(Cl)cc1C(=O)c1ccccc1
  i, ., 19%, 9%, 0.8%, -24%, ?, -9%, .
CC1[C@H]2Cc3ccc(O)cc3[C@]1(C)CCN2CCc1ccccc1 (stereo not given in full)
  i, 0.7, -21%, -7%, -0.8%, 8%, -7%, -19%, 4%
Cc1ccc(S(=O)(=O)N2CCCC2c2cccnc2)cc1 (stereo not given)
  i, -2.5, -16%, -10%, -1.2%, 7%, -4%, -2%, 1%
